Screens (PubChem BioAssay)
ARNT TACC3 PPI: disruptors of ARNT/TACC3 protein interaction, primary screen, biochemical, AlphaScreen, single concentration. Transforming acidic coiled-coil-containing protein 3 (Homo sapiens), Q9Y6A5. AlphaScreen His-ARNT PAS-B/GST-TACC3 binding, luminescence; TACC3 fragment carries E629A point mutation. inhibition, % at 9.99 µM. 390,000 tested, 0.66% active;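 active = mean inhibition of replicates at least 50% and at least half of replicates each reaching 50%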;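 note: 0% = complete ARNT plus TACC3 wells and 100% = ARNT alone without TACC3; many hits fall short of the cut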
ERp5 block: inhibitors of ERp5-driven insulin aggregation, primary screen, biochemical, turbidity, absorbance 650 nm, single point | Protein disulfide-isomerase A6 (Homo sapiens), Q15084 | 90 min | inhibition, % at 9.99 µM | 350,000 tested, 0.05% active | AID 651711, 2012;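 active = mean replicate inhibition above about 25%, with every replicate also reaching it, limit read from the data, passing the limit was not always enough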
Target sequence (Q15084 whole entry, looked up): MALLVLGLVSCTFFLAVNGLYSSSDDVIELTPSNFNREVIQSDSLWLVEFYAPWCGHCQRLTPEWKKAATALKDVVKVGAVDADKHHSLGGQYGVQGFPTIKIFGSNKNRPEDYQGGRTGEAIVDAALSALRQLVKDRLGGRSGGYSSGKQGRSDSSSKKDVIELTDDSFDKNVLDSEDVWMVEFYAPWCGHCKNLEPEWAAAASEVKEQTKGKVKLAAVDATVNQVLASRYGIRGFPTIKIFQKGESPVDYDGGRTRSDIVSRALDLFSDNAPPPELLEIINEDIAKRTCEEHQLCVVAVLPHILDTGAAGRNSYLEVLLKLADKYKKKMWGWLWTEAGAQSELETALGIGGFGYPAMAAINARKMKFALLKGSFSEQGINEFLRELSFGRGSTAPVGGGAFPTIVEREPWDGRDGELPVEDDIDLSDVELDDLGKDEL
miR-122 sensor: miR-122 Renilla sensor signal increase in Huh7, primary screen, miR-122 inhibitor project, cell-based, single point, plate reader; 340,000 tested, 0.3% active; activation (reporter increase), % at 12.5 µM; AID 602342, 2012; Huh7 miR-122 Renilla luciferase sensor, 48 h; neutral wells = 0, positive control = 100;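 active = mean replicate activation score at least 90 and every replicate individually at or above 90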;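 note: higher luciferase means less miR-122 activity so hits act as miR-122 inhibitors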
C2C12 statin: suppressors of statin myotoxicity in C2C12 myotubes, primary screen, cell-based, single point, plate reader; 330,000 tested, 0.78% active; rescue of ATP level, % at 7.49 µM; AID 602340, 2012; C2C12 myotubes + simvastatin, ATP luminescence, 48 h; scaled: DMSO 0, geranylgeraniol control 100;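 active = mean ATP rescue above about 67%, or every replicate alone reaching that limit, limit read from the data, passing the limit was not always enough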;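 note: myotubes were challenged with 10 µM simvastatin during compound exposure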
Cneo AK release: Cryptococcus neoformans cell lysis inducers, primary screen, AK release luminescence, single concentration; AID 651654, 2012; C. neoformans lysis, adenylate kinase release luminescence, 4 h; normalised: neutral wells 0, clomiphene wells 100; lysis activity, % at 15 µM; 360,000 tested, 0.2% active;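 active = mean lysis activity across replicates of at least 80%, whatever share of replicates individually reach that level; inactive = mean lysis activity below 80%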
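Signal: Adenylate kinase release luminescence | Assay system: Log-phase Cryptococcus neoformans yeast cells | Input: Cells at 5 × 10^6 per mL | Buffer or medium: Fresh YPD growth medium | Compound: Single dose | Schedule: Static 4 h at 37 °C with compound, 1 h detection | Controls: Clomiphene | Read-out: Luminescence rise reflecting yeast cell lysis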
SIRT5 inh: SIRT5 desuccinylase inhibitors, primary screen, biochemical, fluorescence imaging, single point, set 5; Purified SirT5, succinyl-peptide AMC, trypsin-coupled fluorescence; inhibition, % at 15 µM; 330,000 tested, 1.1% active; in the data active = inhibition above about 15%
Target sequence (Q9NXA8 whole entry, looked up): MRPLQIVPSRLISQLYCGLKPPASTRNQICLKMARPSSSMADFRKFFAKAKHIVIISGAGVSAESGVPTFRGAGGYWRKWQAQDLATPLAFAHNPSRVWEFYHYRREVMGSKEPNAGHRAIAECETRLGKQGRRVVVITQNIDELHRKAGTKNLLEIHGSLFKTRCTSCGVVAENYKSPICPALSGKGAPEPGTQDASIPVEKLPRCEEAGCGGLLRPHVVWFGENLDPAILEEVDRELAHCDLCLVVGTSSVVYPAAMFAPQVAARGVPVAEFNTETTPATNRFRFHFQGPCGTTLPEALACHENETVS
esBAF inh: Bmi1 luciferase reporter increase in mESCs, primary screen, esBAF inhibitor project, mouse ES cells, Bmi1 luciferase knock-in, single point. 24 h; 100% = twice the neutral-well signal. 350,000 tested, 2% active. reporter increase, % at 12.5 µM. AID 602393, 2012; in the data active = activation above about 40%;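 note: 0% = median of the plate's neutral control wells and 100% = double that signal; a rise in the Bmi1 reporter signal indicates esBAF inhibition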
Numbers without * were called inactive; . = no result given; & = joins results of further samples; [ ] = another dose, or the depositor's remark.

SMILES | ARNT TACC3 PPI | ERp5 block | miR-122 sensor | C2C12 statin | Cneo AK release | SIRT5 inh | esBAF inh
C/C=C/c1ccc2c(c1)O[C@H](CN(C)Cc1cncnc1)[C@@H](C)CN([C@H](C)CO)S2(=O)=O | . | . | . | -15 | 3 | . | 1
CCCCS(=O)CC(COc1ccc(Cl)cc1)OC(=O)c1ccccc1 (configuration not stated) | 4 | -19 | 3 | 18 | -1 | 1 | -1
Cc1cc2cc(CNC(=O)C(C)Oc3ccccc3)ccc2n1C (configuration not stated) | -3 | 3 | -11 | -86 | . | 1 | -6
COc1ccc(/C=C(\C#N)C(=O)N=CN(C)C)cc1 | -4 | 1 | . | . | . | 0 | .
CC1(C)CC(=O)C=C(NCCc2c[nH]c3ccccc23)C1 | . | 3 | 1 | . | -1 | 4 | .
CC(C)CCn1cnc2c(sc3nc4c(cc32)CSC(C)(C)C4)c1=O | -5 | 4 | . | . | . | -6 | .
O=[N+]([O-])c1ccc(-c2csc(COc3ccccc3)n2)cc1 | . | -7 | 2 | 1 | -1 | 0 | 11
COC(=O)c1[nH]c2ccc(C)cc2c1NC(=O)CCN1CCN(Cc2ccc3c(c2)OCO3)CC1 | 3 | . | 2 | 2 | 1 | . | 1
COC(=O)c1cc(Br)c(=O)n(CCN2CCCC2)c1 | -1 | . | 0 | . | 5 | . | .
CC(C)(C)C(=O)CSc1nnc(-c2cccs2)n1CC1CCCO1 (configuration not stated) | -8 | . | -2 | . | 1 | . | .
CN(c1ccccc1)S(=O)(=O)c1ccc(C(=O)Nc2nnc(C3CC3)s2)cc1 | -4 | 1 | . | . | . | -6 | .
Cc1ccc(C)n1-c1ccc(C(=O)NCc2ccncc2)cc1 | -4 | 5 | . | . | . | -7 | .
O=C(Nc1ccon1)c1ccc(Br)o1 | -4 | -3 | -3 | . | 3 | 2 | -3
C[C@@H]1CN([C@@H](C)CO)C(=O)c2cc(NC(=O)CCN3CCOCC3)ccc2O[C@H]1CN(C)C(=O)Nc1ccc(F)cc1 | -1 | 2 | 0[16.7 µM] | 4 | 0 | 0 | -2
COc1cccc(O)c1CN1CCC(Oc2ccc(C(=O)NCc3ccccn3)cc2)CC1 | 3 | 5 | -1 | 3 | -1 | 1 | -5
CCC(Sc1nc(C)cc(=O)[nH]1)C(=O)Nc1ccc(Cl)cn1 (configuration not stated) | -15 | 2 | 9 | 1 | 2 | 2 | -1
C[C@@H]1CN([C@H](C)CO)C(=O)c2cc(NC(=O)CCN3CCOCC3)ccc2O[C@H]1CN(C)Cc1ccc(Oc2ccccc2)cc1 | 6 | 1 | 32[16.7 µM] | -22 | 47 | 8 | -3
O=C(C[C@H]1CC[C@@H]2[C@H](COC[C@H](O)CN2S(=O)(=O)c2cccc(F)c2)O1)NCc1ccncn1 | -3 | . | -2[16.7 µM] | 4 | 48 | . | -3
Fc1ccccc1OCCSc1nnnn1-c1ccccc1 | -19 | . | -7 | 32 | -2 | . | -22
COc1cc(NC(=O)CCn2c(=O)oc3ccccc32)cc(OC)c1OC | 0 | 9 | -2 | 4 | 4 | -4 | -3
CCOCCCNC(=O)CN1C(=O)COc2ccc(S(=O)(=O)N3CC(C)CC(C)C3)cc21 (configuration not stated) | -12 | 8 | -3 | 5 | 2 | 1 | -3
C[C@@H]1CN([C@H](C)CO)C(=O)c2cccc(NC(=O)c3cnccn3)c2O[C@H]1CN(C)Cc1ccc2c(c1)OCO2 | 0 | -2 | 9[16.7 µM] | 2 | -1 | 4 | 1
C[C@H](CO)N1C[C@H](C)[C@H](CN(C)C(=O)Cc2cccnc2)Oc2ncc(C#CCN(C)C)cc2C1=O | -6 | -8 | -2[16.7 µM] | 2 | -1 | -13 | -2
CCOC(=O)C1=C(C)NC(=O)NC1/C(C)=C/c1ccccc1 (configuration not stated) | -13 | -9 | -3 | 9 | 1 | -1 | 1
CCn1c(-c2ccco2)n[nH]c1=S | -18 | . | 1 | 0 | -1 | . | -2
CCCNC(=O)CSc1nccn1Cc1ccco1 | -21 | -2 | . | . | . | -1 | .
CC(Nc1c([N+](=O)[O-])c(=O)oc2ccccc12)c1ccccc1 (configuration not stated) | 25 | -3 | 15 | 5 | 1 | 0 | -11
Cc1ccc(S[C@]2(C(=O)NC3CC3)CC(=O)N(C3CCCCC3)[C@@H]2c2ccc(CO)cc2I)cc1 | 3 | 2 | . | . | -2 | -7 | .
COc1ccccc1NC(=O)CSc1nc2c(oc3ccccc32)c(=O)n1C | -17 | -9 | 0 | 8 | 5 | -1 | 5
COC(=O)C(Cc1ccccc1)NC(=O)c1cccc(S(=O)(=O)N(C)C)c1 (configuration not stated) | 1 | 5 | -5 | 7 | 0 | -3 | 7
CO[C@H]1CN(C)C(=O)c2ccc(NC(=O)NC(C)C)cc2OC[C@@H](C)N(C(=O)CN(C)C)C[C@@H]1C | -7 | 1 | -16[16.7 µM] | 28 | 0 | 0 | -2
COc1ccc(NC(C)C(=O)N/N=C/c2cc(Br)ccc2OC)cc1 (configuration not stated) | -8 | -5 | 4 | 1 | -28 | -2 | 4
Cc1noc(C)c1NC(=O)Nc1ccc2c(c1)C(=O)N([C@H](C)CO)C[C@H](C)[C@H](CN(C)C(=O)NC(C)C)O2 | -3 | -2 | -3[16.7 µM] | -17 | -1 | -8 | 1
CN(Cc1ccccc1)S(=O)(=O)c1ccc(OCC(=O)N2CCOCC2)cc1 | 0 | . | 2 | 20 | -2 | . | -9
O=C(CSc1nnc(CNc2ccc(F)cc2)n1Cc1ccco1)N1CCCC1 | 4 | . | 0 | -3 | 2 | . | -5
Cc1occc1C(=O)N1CCN(S(C)(=O)=O)CC1 | -7 | . | 1 | -5 | -1 | . | 4
O=C(NCc1ccncn1)[C@H]1[C@H](CO)[C@H]2Cn3c(cccc3=O)[C@@H]1N2CC1CC1 | -4 | 0 | . | -3 | -2 | -4 | -4
COCCn1c(-c2ccc(C)cc2)nc2oc3cc(OC)ccc3c(=O)c2c1=O | 2 | 0 | . | . | -6 | 0 | .
COc1ccc(NC(=O)[C@@H](NC(=O)N2C[C@H]3C[C@@H](C2)c2cccc(=O)n2C3)C(C)C)cc1OC | -6 | 1 | -5 | -2 | 0 | 2 | 5
O=C(O)c1cc(O)c2c(c1)[C@H]([C@H]1c3cc(C(=O)O)cc(O)c3C(=O)c3c(O[C@@H]4O[C@H](CO)[C@@H](O)[C@H](O)[C@H]4O)cccc31)c1cccc(OC3O[C@H](CO)[C@@H](O)[C@H](O)[C@H]3O)c1C2=O (some centres not stated) | 8 | -3 | -1 | 2 | -1 | 4 | -11
CC1=NN(CCC#N)C(=O)/C1=C/c1ccc(N(C)C)cc1 | 2 | -2 | -3 | -5 | 1 | 5 | 6
C[C@@H]1CN([C@@H](C)CO)C(=O)c2cc(NC(=O)Nc3ccc4c(c3)OCO4)ccc2O[C@H]1CN(C)S(=O)(=O)c1ccc(F)cc1 | 1&-2 | 1&-6 | -3[16.7 µM] | -21&23 | 2&0 | 12&-4 | 2&0
CC1CCCN(C(=O)COC(=O)CNC(=O)c2sc3ccccc3c2Cl)C1 (configuration not stated) | -1 | 3 | . | 9 | -1 | -4 | -13
Cc1c(C2OC(=O)C3(CCCCC3)C(=O)C2(C)C)c(=O)n(-c2ccccc2)n1C (configuration not stated) | -5 | . | -3 | -1 | 1 | . | 5
O=C(C/C=N/OCc1ccc(Cl)cc1Cl)c1ccc(Cl)cc1 | -1 | . | 1 | 2 | 4 | . | -6
CC(C)c1nc(CNC(=O)CC2C(=O)NCCN2Cc2ccc(F)cc2Cl)cs1 (configuration not stated) | . | 1 | -8 | -4 | 0 | 1 | -6
CO[C@H]1CN(C)C(=O)c2ccc(NC(=O)C3CCCC3)cc2OC[C@@H](C)N(CC2CC2)C[C@@H]1C | -5 | -3 | . | 1 | 10 | 4 | 5
O=C(NC(Cc1c[nH]c2ccccc12)c1nnc2n1CCCCC2)c1ccccc1 (configuration not stated) | -1 | . | 1 | 4 | 0 | . | -5
CCOc1ccc(C)cc1S(=O)(=O)NC1CCCCC1 | -4 | . | 283* | -7 | 0 | . | -2
CCSc1nc2ccccc2n1CCOc1ccccc1 | -18 | . | 2 | 22 | 3 | . | 25
Cc1ccc2nc(-c3ccccc3)c(Cc3ccccc3C(F)(F)F)n2c1 | . | 2 | 12 | -6 | 2 | -3 | 22
COCC(=O)Nc1ccc2c(c1)OC[C@@H](C)N(C(C)=O)C[C@@H](C)[C@@H](OC)CN(C)C2=O | 0 | 1 | 1[16.7 µM] | -9 | 7 | -6 | 1
Fc1ccc(C(c2nnnn2C2CCCCC2)N2CCCC2)cc1 (configuration not stated) | -10 | -3 | -2 | . | 0 | 0 | .
CCC(=O)Nc1c(OC(=O)CC)ccc2c(C)cc(=O)oc12 | . | -5 | . | -7 | 0 | . | 7
Cc1cccc(C2c3[nH]c4ccccc4c3CCN2C(=O)c2ocnc2C)n1 (configuration not stated) | -10 | 1 | -5 | 6 | -4 | -2 | 8
